# Screening data: PubChem, National Center for Advancing Translational Sciences (NCATS)
# ATXN2 expr inh: reduces ATXN2 reporter expression in HEK-293 cells. HEK-293 ATXN2-luciferase reporter, luminescence, 24 h. 360,000 compounds, 0.72% hits. Potency, µM (top dose mostly 57 µM), without a hit: at the highest dose activity change, negative = inhibition, hits mostly inhibitors; also: potency is read from the fitted curve at half-maximal effect; % is scaled to controls: 0 for no effect and ±100 for the full control effect; nearly all actives have a fitted effect of over 55% in size
#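 qHTS (up to 57 uM final) was run with 24 h compound exposure of reporter cells at 37 °C. Each well was multiplexed: SteadyGlo luminescence measured ATXN2-luciferase expression after a fluorogenic Gly-Phe-AFC viability readout (25 uM final).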
# HepG2 tox: HepG2 cytotoxicity, counter-screen for TGF-b inhibitors; AID 588856; Potency, µM (titrated, usually from 46.1 µM), without a hit: at the highest dose activity change, negative = cytotoxicity, usual class: cytotoxic; 410,000 compounds, 0.76% hits; HepG2 CAGA-GFP viability, ATP luminescence, 18 h; also: potency is read from the fitted curve at half-maximal effect; some results filed as inactive show a strong effect at the top dose
#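 HepG2 CAGA-GFP cells (1000/well, DMEM with 1% FBS) received compound, then TGF-beta at 500 pg/mL final, and were incubated 18 hours at 37 degrees C. Viability was read by CellTiter-Glo luminescence. Media-only wells were set as complete cell-killing and DMSO as no toxicity.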
# A549 viability: counter-screen for Nrf2 inhibitors: cytotoxicity in A549 cells; 390,000 compounds, 0.16% hits; A549 ARE-Fluc cells, CellTiter-Fluor viability, 18-24 h; Potency, µM (top dose mostly 46 µM), inactives show at the top dose activity change, negative = cytotoxicity, actives largely listed as inhibitors; also: potency is read from the fitted curve at half-maximal effect; % is scaled to controls: 0 for no effect and ±100 for the full control effect
#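 A549 ARE_Fluc cells in 5% FBS OPTI-MEM were exposed to compounds in concentration-response for 18-24 h at 37 deg C. Viability was read by CellTiter-Fluor fluorescence (Ex 405/Em 525) after 30 min, before the luciferase read.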
# MCF10A rereplic: inducers of DNA re-replication in MCF 10A breast cells; Potency, µM (top dose mostly 46.1 µM), without a hit: at the highest dose activity, positive = re-replication, usual class: activators; MCF 10A DNA re-replication, Hoechst nuclear intensity, 48 h; 350,000 compounds, 2.9% hits; also: potency is read from the fitted curve at half-maximal effect; % of control where 0% means no effect; nearly all actives have a fitted effect of over 50% in size
# TGFb inhibitor: inhibitors of TGF-b signaling | HepG2 CAGA-GFP TGF-b/SMAD3 reporter, GFP fluorescence, 18 h; TGF-beta stimulated, 500 pg/mL final | Potency, µM (top dose mostly 46.1 µM), for inactives: at the highest dose activity, negative = inhibition, most hits filed as inhibitors | 410,000 compounds, 1.2% hits | AID 588855; also: potency is read from the fitted curve at half-maximal effect; % is scaled to controls: 0 for no effect and ±100 for the full control effect; nearly all actives have a fitted effect of over 65% in size
#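 Using HEPG2 CAGA-GFP reporter cells at 1000 cells/well, we pinned test compounds, stimulated with recombinant TGF-beta (500 pg/mL final) and measured total well GFP after 18 h.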
# Nrf2 inh: Nrf2 pathway inhibition. A549 ARE-Fluc reporter, luciferase luminescence, 18-24 h. 360,000 compounds, 2.1% hits. Potency, µM (highest dose often 46 µM), without a hit: at the highest dose activity change, negative = inhibition, usual class: inhibitors. AID 504444; also: potency is read from the fitted curve at half-maximal effect; % is scaled to controls: 0 for no effect and ±100 for the full control effect; nearly all actives have a fitted effect of over 60% in size
#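 Quantitative HTS in A549 cells stably bearing an antioxidant response element-firefly luciferase construct. Inhibition of Nrf2-driven transcription was scored by luminescence after 18-24 h of compound exposure at 37 °C.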
# Nrf2 activator: activates Nrf2 signaling. AREc32 ARE-luciferase reporter (MCF7-derived line), luminescence, 24 h. Potency, µM (highest dose often 46.1 µM), for the others: top-dose activation, most hits filed as activators. 410,000 compounds, 0.31% hits; also: potency is read from the fitted curve at half-maximal effect; % of control where 0% means no effect; nearly all actives have a fitted effect of over 65% in size
#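 AREc32 cells carrying an ARE-driven firefly luciferase, 1000 cells/well in OPTI-MEM with 5% FBS, dosed after overnight attachment and incubated 24 hr at 37 deg C. Steady-Glo luminescence read after 30 min at RT.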
# IL1B secr inh: blocks inflammasome-driven IL-1 beta release. THP-1 LPS/ATP IL-1B secretion, AlphaLISA, 16 h; active compounds read low. activity change, % at 57.5 µM. 360,000 compounds, 4.7% hits; in the data active = activity change below about -50%; inconclusive = mostly about -30% to -49%; also: % is scaled to controls: 0 for no effect and ±100 for the full control effect
#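 Secreted IL-1B measured by AlphaLISA bead assay after 16 h compound exposure of THP-1 cells; compounds (final up to 57.5 uM) added 1 h before LPS (250 ng/mL) and ATP (1.25 mM) stimulation; lower signal means less secretion.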
# ATXN viability: reduces viability in counter-screen for ATXN expression inhibitors; S2 cells (HEK-293 line with an ATXN2-luciferase reporter) viability, CellTiter-Fluor protease fluorescence, 24 h; Potency, µM (series often up to 56.7 µM), actives largely listed as cytotoxic; 400,000 compounds, 0.49% hits; also: potency is read from the fitted curve at half-maximal effect; nearly all actives have a fitted effect of over 40% in size
# * = called active by the depositor; i = inactive; u = inconclusive; x = not tested or not shown; [ ] = another dose, or the depositor's remark. Unless noted, calls follow the shape of the dose curve; as a rule, active = well fitted curve in the direction sought with a large enough effect; inconclusive = small, poorly fitted or top-dose-only effect, or another doubt; inactive = no such curve, though single readings can be large; an effect the other way counts as inactive or inconclusive.
cpd	structure	ATXN2 expr inh	HepG2 tox	A549 viability	MCF10A rereplic	TGFb inhibitor	Nrf2 inh	Nrf2 activator	IL1B secr inh	ATXN viability
1	CC1(C)N=C2C(=[N+]1[O-])CCC/C2=N\O	u	10%	-2%	-2%	8%	4%	0.4%	u	i
2	Cc1cc(Br)ccc1OCCCCN1CCCCC1	-20%[11.3 µM]	-29%	0%	12%	-13%	u	-0.7%	-58*	i
3	O=C(O)CN1C(=O)C2C3CC(C2C1=O)C1C(c2ccc(Cl)cc2)c2sc(=O)[nH]c2SC31 (stereo unspecified)	x	-14%	-15%	2%	-13%	4%	-0.3%	2	i
4	CCn1c(SCC(=O)N/N=C/C=C\c2ccccc2[N+](=O)[O-])nnc1-c1ccccc1	-3%	-25%	-17%	17%	-9%	16µM*	16%	1	i
5	CC1CCN(S(=O)(=O)c2ccc3nc(-c4cccnc4)cc(C(=O)NCCCOC(C)C)c3c2)CC1	x	4%	0%	x	0%	x	-0.3%	x	x
6	COc1ccc(CN2CCN(Cc3ccccc3F)CC2)c(OC)c1	-1%	-23%	7%	-2%	-17%	3%	2.3%	3	i
7	COc1ccccc1C(=O)N1CCN(Cc2cccnc2)CC1	-3%	12%	-12%	3%	0%	3%	-0.2%	5	i
8	C#CCCOC(=O)Nc1ccccc1	x	5%	2%	2%	-3%	20%	-0.5%	-3	i
9	CC(NS(=O)(=O)c1ccc(Cl)c(Cl)c1)C(=O)OCC(=O)Nc1ccc2c(c1)OCO2 (stereo unspecified)	-17%	-13%	-7%	-2%	-21%	-5%	-0.6%	7	x
10	CCOc1cc(N2CCOCC2)c(OCC)cc1NC(=O)CSc1ncccc1C(=O)O	5%	-3%	-3%	-13%	3%	-1%	2.4%	19	i
11	COc1ccc(CNc2ccc(N3CCOCC3)cc2)cc1	x	3%	0%	7%	3%	0%	4.2%	3	i
12	COc1ccc(N2CCN(C(=O)c3ccc(CS(=O)Cc4ccc(C)cc4)o3)CC2)cc1 (stereo unspecified)	-21%	-19%	0%	4%	-10%	-5%	-0.1%	-3	i
13	Nc1ncnc(NCc2ccccc2)c1[N+](=O)[O-]	13%	-8%	2%	u	-8%	-20%	0.2%	-15	i
14	COc1ccc(OCC(=O)NC2CC(=O)N(c3ccc4c(c3)OCCO4)C2)cc1 (stereo unspecified)	7%	2%	4%	x	14%	x	-0.1%	x	i
15	CCOC(=O)c1c(-c2cccs2)csc1NC(=O)CN1CC(C)OC(C)C1 (stereo unspecified)	-10%	20µM*	-2%	21µM*	u	u	3.5%	0	i

# More compounds follow:
cpd	structure	ATXN2 expr inh	HepG2 tox	A549 viability	MCF10A rereplic	TGFb inhibitor	Nrf2 inh	Nrf2 activator	IL1B secr inh	ATXN viability
16	CC(C)CNC(=O)NC(=O)COc1ccc(C=O)cc1	17%	3%	-3%	16%	3%	0%	-1.0%	11	i
17	Cc1nnc(SCC(=O)NC2CC2)n1-c1ccccc1	-1%	0%	5%	0%	-3%	14%	-0.3%	3	i
18	N#Cc1ccccc1NC(=O)c1cc2c(=O)n3ccccc3nc2s1	-6%	-16%	7%	x	1%	8%	0.0%	x	i
19	CCOC(=O)c1c(-c2ccc(C)cc2)csc1/N=C(\C)C1=C(O)c2ccccc2C1=O	x	-25%	-13%	u	-26%	u	6.0%	-24	u
20	O=C(Nc1cccc(Br)c1)Nc1nc2c(s1)CCCCCC2	-28%	-18%	2%	x	11µM*	x	3.7%	x	u
21	CCOC(=O)Cc1csc(NC(=O)COc2ccc3c(c2)CCC3)n1	-3%	-3%	-11%	2%	-16%	11%	-0.3%	4	i
22	COc1ccc(NC2CCCN(C(=O)CCN3CCCC3=O)C2)cc1 (stereo unspecified)	-4%	-18%	1%	-2%	-2%	1%	2.1%	16	i
23	COc1cc2oc(=O)c3c(c2cc1OCC(=O)c1c(C)n(C)c2ccccc12)CCCC3	-15%	5%	2%	10%	-1%	-10%	0.0%	14	i
24	O=C(CCNS(=O)(=O)c1ccccc1F)N1CCN(S(=O)(=O)c2cccc(F)c2)CC1	5%	-21%	1%	5%	-12%	-7%	0.5%	-5	i
25	CCOC(=O)c1c(C)[nH]c(C(=O)OCC(=O)NCc2ccc(C)cc2)c1C	x	-27%	8%	x	-12%	-2%	-0.8%	0	i
26	CC(C)CSc1n[nH]c(N)n1	x	0%	-8%	11%	0%	2%	-0.3%	0	i
27	Cc1ccc(S(=O)(=O)N2CCCCC2)cc1NC(=O)CCN1C(=O)C2CC=CCC2C1=O (stereo unspecified)	x	-16%	0%	-1%	-8%	-11%	-0.8%	19	i
28	Cn1cccc1/C=C1\CC(C(C)(C)C)C/C(=C\c2cccn2C)C1=O (stereo unspecified)	-13%	-16%	-3%	3.7µM*	50%[activator]	u	u	-3	i
29	COc1ccc(CCNC(=O)CN2C(=O)COc3ccc(S(=O)(=O)N4CCOCC4)cc32)c(OC)c1	14%	1%	-1%	4%	-21%	22%	0.2%	2	i
30	COCc1ccc(CN2CCC(Oc3ccc(C(=O)NCc4ccccn4)cc3)CC2)o1	2%	2%	-3%	11%	0%	-15%	0.1%	5	u

# Further results follow.
cpd	structure	ATXN2 expr inh	HepG2 tox	A549 viability	MCF10A rereplic	TGFb inhibitor	Nrf2 inh	Nrf2 activator	IL1B secr inh	ATXN viability
31	Cc1csc(CN(C)C(=O)C2CCC(=O)N(Cc3ccc(Cl)cc3)C2)n1 (stereo unspecified)	6%	-5%	-1%	10%	2%	2%	-0.1%	1	i
32	COc1ccc(-c2nc(SCc3ccccc3)n(C(=O)c3ccco3)n2)cc1	56%[activator]	-4%	-9%	8%	-11%	10%	0.1%	2	i
33	C/C=C/c1ccc(OCCSc2nc(C)cc(=O)[nH]2)c(OC)c1	33%	3%	3%[1.84 µM]	-6%	-4%	12%	6.7%	39	i
34	C=C(C)CNC(=S)Nc1nc2c(cc1C(=O)OCC)CCCC2	54%[activator]	-1%	1%	1%	3%	10%	-0.6%	45	i
35	Cc1cc(C)nc(SCC(=O)N(C)CC(=O)Nc2ccccc2Br)n1	-12%	-9%	1%	0%	0%	-11%	-0.4%	-14	i
36	CN(C)CCN1CCN(C(c2ccnc3ccccc23)c2nnnn2-c2ccc3c(c2)OCCO3)CC1 (stereo unspecified)	4%	x	x	x	x	x	1.7%	-10	i
37	COc1cc(NS(=O)(=O)c2ccc(-c3cc(C)no3)cc2)cc(OC)c1	x	-31%	-4%	x	u	6.5µM*	0.6%	x	x
38	Cc1ccc(C)c(N2CCN(C(=O)CNS(=O)(=O)c3cccs3)CC2)c1	8%	-17%	1%	0%	-15%	-9%	-0.6%	-1	i
39	O=c1c2ccccc2ncn1Cc1ccc2c(c1)OCO2	x	-2%	9%	6%	6%	14%	1.9%	-8	i
40	CC(=O)c1sc(C(=O)O)c(-c2ccco2)c1-c1ccco1	x	2%	2%	0%	0%	0%	-1.1%	12	i
41	CN(C)c1ccc(CNn2cnnc2SCc2ccc(F)cc2)cc1	-3%	-4%	-11%[1.84 µM]	u	-21%	u	0.3%	1	i
42	C[C@H](CO)N1C[C@H](C)[C@@H](CN(C)S(=O)(=O)c2cn(C)cn2)Oc2ccc(NS(=O)(=O)c3ccccc3)cc2C1=O	3%	-4%	-5%	-24%	1%	8%	0.3%	-2	i
43	CCOCCn1c(=O)c2c(nc3n2CCCN3Cc2ccccc2)n(C)c1=O	-28%	-9%	0%	4%	-6%	u	1.8%	12	i
44	Cc1ccc(NC(=O)CN(C)S(=O)(=O)c2ccc3c(c2)n(C)c(=O)c(=O)n3C)cc1C	0%	3%	3%	x	0%	1%	-0.1%	x	i
45	COc1ccc(C(=O)Nc2ccncc2)cc1[N+](=O)[O-]	-1%	9%	5%	2%	8%	8%	0.6%	-79*	i
46	NC(=O)CSc1cn(CCNC(=O)c2cccs2)c2ccccc12	6%	-8%	1%	-2%	-7%	-2%	-0.8%	41	i
47	COc1cc(OC)cc(-c2nc3nc(C)c(CCC(=O)O)c(C)n3n2)c1	-25%	-11%	-3%	7%	-6%	-10%	-0.1%	-10	i
48	O=C(Nc1ccsc1C(=O)N1CCCCCC1)c1ccccc1	-23%	-10%	1%	u	-2%	u	-0.2%	-17	i

# Filtered by structure: the compounds so far containing a halogen
cpd	structure	ATXN2 expr inh	HepG2 tox	A549 viability	MCF10A rereplic	TGFb inhibitor	Nrf2 inh	Nrf2 activator	IL1B secr inh	ATXN viability
2	Cc1cc(Br)ccc1OCCCCN1CCCCC1	-20%[11.3 µM]	-29%	0%	12%	-13%	u	-0.7%	-58*	i
3	O=C(O)CN1C(=O)C2C3CC(C2C1=O)C1C(c2ccc(Cl)cc2)c2sc(=O)[nH]c2SC31 (stereo unspecified)	x	-14%	-15%	2%	-13%	4%	-0.3%	2	i
6	COc1ccc(CN2CCN(Cc3ccccc3F)CC2)c(OC)c1	-1%	-23%	7%	-2%	-17%	3%	2.3%	3	i
9	CC(NS(=O)(=O)c1ccc(Cl)c(Cl)c1)C(=O)OCC(=O)Nc1ccc2c(c1)OCO2 (stereo unspecified)	-17%	-13%	-7%	-2%	-21%	-5%	-0.6%	7	x
20	O=C(Nc1cccc(Br)c1)Nc1nc2c(s1)CCCCCC2	-28%	-18%	2%	x	11µM*	x	3.7%	x	u
24	O=C(CCNS(=O)(=O)c1ccccc1F)N1CCN(S(=O)(=O)c2cccc(F)c2)CC1	5%	-21%	1%	5%	-12%	-7%	0.5%	-5	i
31	Cc1csc(CN(C)C(=O)C2CCC(=O)N(Cc3ccc(Cl)cc3)C2)n1 (stereo unspecified)	6%	-5%	-1%	10%	2%	2%	-0.1%	1	i
35	Cc1cc(C)nc(SCC(=O)N(C)CC(=O)Nc2ccccc2Br)n1	-12%	-9%	1%	0%	0%	-11%	-0.4%	-14	i
41	CN(C)c1ccc(CNn2cnnc2SCc2ccc(F)cc2)cc1	-3%	-4%	-11%[1.84 µM]	u	-21%	u	0.3%	1	i
